Compound activity deposited in PubChem by Broad Institute.
PGC1a acetyl inh – lowers PGC1a acetylation signal in U2OS cells; AlphaScreen anti-acetyl-lysine; with virally co-expressed GCN5 acetyltransferase; hit rate 0.17% among 350,000; AID 651687; inhibition, % at 15.6 µM;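 active = every replicate shows inhibition of at least 40%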;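 also: 0% = neutral control wells and 100% = positive control wells; some results beyond the cut were filed as inactive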
S100A4 inh HTS – S100A4-myosin IIA interaction inhibition; inhibition, % at 10.7 µM; S100A4/TAMRA-MyoIIA peptide fluorescence polarization; AID 652163; hit rate 0.14% among 360,000;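 active = mean inhibition of at least 70% across replicates, with every replicate also reaching that level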
Target sequence (P26447 whole entry, looked up): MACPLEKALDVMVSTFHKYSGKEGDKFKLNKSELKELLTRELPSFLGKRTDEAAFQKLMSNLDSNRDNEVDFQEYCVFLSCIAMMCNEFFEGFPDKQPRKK
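assay system = human S100A4 monomer with TAMRA-labelled myosin IIA peptide | also added = labelled myosin peptide probe, 5 nM | incubation = 5 min between mix addition and reading | control set = DMSO and TFP controls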
Cneo AK release – Cryptococcus neoformans lysis via adenylate kinase release; C. neoformans lysis, adenylate kinase release luminescence, 4 h; normalised: neutral wells 0, clomiphene wells 100; lysis activity, % at 15 µM; hit rate 0.2% among 360,000;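 active = mean lysis activity across replicates of at least 80%, whatever share of replicates individually reach that level; inactive = mean lysis activity below 80%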
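Material: C. neoformans cells | Amount: Yeast cell density of 5 × 10^6 cells/mL | Medium: Fresh YPD growth medium | Dosing: Single dose | Times: Static 4 h at 37 °C with compound, 1 h detection | Detection: AK luminescence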
ERAP1 HTS inh – blocks human ERAP1 aminopeptidase activity. Q9NZ08. hit rate 0.15% among 340,000. AID 652197. recombinant ERAP1, Leu-AMC fluorescence, 60 min. inhibition, % at 10.7 µM;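 active = mean replicate inhibition of at least 30%, or all replicates individually reaching that 30% level; inactive = mean below 30% and not every replicate reaching it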;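 also: 0% = neutral control wells and 100% = L-leucinethiol positive control wells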
Target sequence (Q9NZ08 whole entry, looked up): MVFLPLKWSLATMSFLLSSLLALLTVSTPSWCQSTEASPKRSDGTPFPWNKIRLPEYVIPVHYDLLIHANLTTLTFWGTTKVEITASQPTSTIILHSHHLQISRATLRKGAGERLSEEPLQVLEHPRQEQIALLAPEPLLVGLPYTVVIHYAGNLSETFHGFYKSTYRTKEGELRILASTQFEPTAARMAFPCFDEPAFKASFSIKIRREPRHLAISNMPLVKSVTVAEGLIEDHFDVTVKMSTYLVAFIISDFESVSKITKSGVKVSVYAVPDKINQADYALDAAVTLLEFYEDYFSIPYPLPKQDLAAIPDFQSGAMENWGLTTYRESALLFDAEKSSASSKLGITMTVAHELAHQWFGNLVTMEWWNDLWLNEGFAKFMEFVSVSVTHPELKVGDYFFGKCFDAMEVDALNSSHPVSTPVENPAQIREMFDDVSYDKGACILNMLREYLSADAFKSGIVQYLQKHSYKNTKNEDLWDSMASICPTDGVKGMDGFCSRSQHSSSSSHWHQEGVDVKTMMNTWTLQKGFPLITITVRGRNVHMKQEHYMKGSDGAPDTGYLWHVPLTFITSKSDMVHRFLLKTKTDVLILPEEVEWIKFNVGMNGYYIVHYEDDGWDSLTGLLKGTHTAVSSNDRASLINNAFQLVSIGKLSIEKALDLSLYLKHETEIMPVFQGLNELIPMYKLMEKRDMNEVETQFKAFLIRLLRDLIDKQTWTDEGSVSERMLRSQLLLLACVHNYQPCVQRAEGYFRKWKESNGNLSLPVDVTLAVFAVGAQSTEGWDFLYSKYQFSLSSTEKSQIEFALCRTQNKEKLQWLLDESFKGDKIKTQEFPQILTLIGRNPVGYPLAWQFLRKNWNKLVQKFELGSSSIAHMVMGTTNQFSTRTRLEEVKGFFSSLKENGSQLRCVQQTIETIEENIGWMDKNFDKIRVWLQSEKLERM
C2C12 statin – suppressors of simvastatin-induced myotoxicity in C2C12 myotubes | ATP luminescence, 48 h; scaled: DMSO 0, geranylgeraniol control 100 | rescue of ATP level, % at 7.49 µM | hit rate 0.78% among 330,000;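 active = mean ATP rescue above about 67%, or every replicate alone reaching that limit, limit read from the data, passing the limit was not always enough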;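 also: myotubes were challenged with 10 µM simvastatin during compound exposure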
Xi reactivation – X-chromosome reactivation activator | XiGFP mouse fibroblasts, % GFP-positive cells imaging, 3 d; cells co-treated with 5-aza-dC sensitizer; scaled so ellipticine positive control = 100% | activation, % at 7.58 µM | hit rate 0.055% among 360,000;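 active = mean normalized replicate activation at least 10% and every replicate at or above 10%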;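 also: 0% = median of on-plate neutral control wells and 100% = ellipticine 6 µM median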
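Material: SV40-immortalized XiGFP fibroblast cells, line 68-5-11 | Buffer or medium: DMEM containing 5-aza-dC | Dosing: One concentration, pinned | Times: 3 d treatment, 15 min room-temperature fixation | Controls: Ellipticine 6 µM positive control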
LGR2 inh – inhibitors of bursicon-induced Drosophila LGR2 receptor cAMP signaling. inhibition, % at 9.99 µM. hit rate 0.35% among 380,000. AID 720647. HEK293 LGR2, CRE-luciferase, bursicon-stimulated, 4 h;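 active = drop in luminescence signal, shown as inhibition above about 50% in the replicate tests, limit read from the data, passing the limit was not always enough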;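 also: agonist challenge used bursicon conditioned medium at about half maximal strength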
SIRT5 inh – blocks human SIRT5 desuccinylation of peptide | Q9NXA8 | Purified SirT5, succinyl-peptide AMC, trypsin-coupled fluorescence | inhibition, % at 15 µM | hit rate 1.1% among 330,000 | AID 652115; in the data active = inhibition above about 15%
Starred values were filed as active, the others as inactive; i = inactive; nt = no result given. These rows are one share of the data; count on the stated rates, not on these rows.

SMILES	PGC1a acetyl inh	S100A4 inh HTS	Cneo AK release	ERAP1 HTS inh	C2C12 statin	Xi reactivation	LGR2 inh	SIRT5 inh
Nc1c(Cl)cc(-c2cn(CCC(=O)O)c(-c3ccncc3)n2)cc1Cl	14	-3	1	-1	0	0.0	12	nt
Cc1c(OCC(=O)N[C@@H](CSCc2ccccc2)C(=O)O)ccc2c3c(c(=O)oc12)CCC3	4	6	-1	1	0	nt	-4	-2
CCOC(=O)N1CCN(C(=O)CN(CC)S(=O)(=O)c2cc(C)ccc2OC)CC1	nt	1	-2	2	nt	0.1	11	3
O=C(NCc1cc(C(F)(F)F)ccc1Cl)c1cccc2c1C(=O)c1ccc(N3CCCCC3)cc1S2(=O)=O	7	-4	1	nt	-7	0.0	nt	nt
CCCCOc1cc(CC2CNC(=O)N2)ccc1OC (configuration not stated)	4	1	0	-1	3	0.0	-27	-5
CC(C)CC[n+]1ccccc1/C=C/c1ccc(N(C)C)cc1	-7	-75	-1	6	-271	0.4	21	1
C[C@@H](NC(=O)C[C@H]1CC[C@H]2[C@@H](COC[C@H](O)CN2C(=O)Nc2ccccc2)O1)c1ccccc1	3	1	-1	-1	-3	-0.1	-6	2
CN1C(=O)c2cc(NC(=O)c3cccs3)ccc2OC[C@H]2O[C@@H](CC(=O)N3CCOCC3)CC[C@@H]21	5	1	nt	nt	-4	0.2	-5	1
CCOc1ccc(NC(=O)CSc2nc3[nH]ncc3c(=O)n2-c2ccccc2OC)cc1	14	nt	20	nt	nt	0.5	-7	nt
C[C@@H]1CCCCO[C@H](CN(C)C(=O)Nc2ccc(F)cc2)[C@H](C)CN([C@@H](C)CO)C(=O)c2cc(NC(=O)c3ccncc3)ccc2O1	13	16	-1	-3	nt	-0.1	-20	-2
NC(=S)NN=CCn1cc([N+](=O)[O-])c(=O)[nH]c1=O	-8	-1	10	5	-7	0.0	-12	1
C[C@@H]1CN([C@@H](C)CO)C(=O)c2cc(NC(=O)CCCN(C)C)ccc2O[C@H]1CN(C)S(=O)(=O)c1cccs1	-9	-13	0	0	18	0.0	18	-2
COc1ccc(Br)c(C(=O)OCC(=O)NC2CCCCCC2)c1	nt	-3	1	-5	3	0.0	2	-1
CCc1ccc(NC(=O)C2CCN(C(=O)N3CCOc4ccccc43)CC2)cc1	-7	-4	1	3	-14	0.1	8	-2
CCOC(=O)C1CCCN(S(=O)(=O)c2cc(C(=O)OC)n(C)c2)C1 (configuration not stated)	11	-2	0	-2	-1	0.5	7	-2
CN(C)S(=O)(=O)c1ccc2oc(SCC(=O)c3c(N)n(C4CC4)c(=O)[nH]c3=O)nc2c1	5	2	4	2	-5	-0.1	15	-2
Cc1ccc(CNC(=O)C(C)C2Sc3ccccc3NC2=O)cc1 (configuration not stated)	10	-3	-4	nt	12	0.7	-3	-1
Cc1cc(C)c(NC(=O)CN2CCN(S(=O)(=O)c3ccc4c(c3)OCCO4)CC2)c(C)c1	-2	-7	-2	2	14	0.2	-10	nt
CCOC(=O)c1cc(CC)sc1NC(=O)c1ccc([N+](=O)[O-])c(N2CCOCC2)c1	nt	1	nt	1	nt	0.0	nt	-2
COc1ccc(NC(=O)N(C)C[C@@H]2OCCCC[C@H](C)Oc3ccc(NC(=O)Nc4cccc5ccccc45)cc3C(=O)N([C@H](C)CO)C[C@@H]2C)cc1	6	nt	1	nt	nt	0.0	4	nt
COc1ccc(NC(=O)N(C)C[C@H]2OCCCC[C@@H](C)Oc3ccc(NC(=O)Nc4c(C)noc4C)cc3C(=O)N([C@H](C)CO)C[C@@H]2C)cc1	-5	-7	57	1	0	0.1	-1	-2
COC(=O)C1=C(NC(=O)COc2ccc3ccccc3c2)CCS1	-4	nt	1	nt	nt	-0.2	-3	nt
C[C@@H]1CN([C@H](C)CO)C(=O)c2cc(-c3ccc(F)cc3)cnc2O[C@@H]1CN(C)Cc1cncnc1	6	0	-4	-6	-4	-1.3	15	0
N[C@@H](Cc1ccccc1)C(=O)N1CCC(C(=O)NCC(=O)Nc2ccc(F)cc2)CC1	nt	-4	nt	4	nt	0.0	-2	-2
CCn1c(CNC(=O)c2ccccc2F)nnc1SCCOc1ccccc1	7	3	0	1	nt	-0.2	-2	1

Some of these compounds in order of the S100A4 inh HTS value, largest number first.
| SMILES | S100A4 inh HTS |
| --- | --- |
| CCCCOc1cc(CC2CNC(=O)N2)ccc1OC (configuration not stated) | 1 |
| Nc1c(Cl)cc(-c2cn(CCC(=O)O)c(-c3ccncc3)n2)cc1Cl | -3 |
| O=C(NCc1cc(C(F)(F)F)ccc1Cl)c1cccc2c1C(=O)c1ccc(N3CCCCC3)cc1S2(=O)=O | -4 |

Continued.
SMILES	PGC1a acetyl inh	S100A4 inh HTS	Cneo AK release	ERAP1 HTS inh	C2C12 statin	Xi reactivation	LGR2 inh	SIRT5 inh
COc1ccc(CNC(=O)CNC(c2ccccc2)c2ccccc2)cc1OC	nt	1	0	-3	10	0.0	-1	-17
O=C(O)c1cc2cccc(S(=O)(=O)N3CCCCC3)c2cc1O	-3	-12	0	-5	nt	0.1	-8	nt
CCOC(=O)[C@]12CCC=C1N(Cc1ccccc1)C(=O)[C@H](CC(=O)NCc1cccc3ccccc13)C2	nt	1	nt	nt	nt	0.1	1	2
CCCC#Cc1ccc2c(c1)O[C@@H](CN(C)Cc1ccccn1)[C@@H](C)CN([C@@H](C)CO)S2(=O)=O	-16	1	9	2	23	0.0	12	-3
CC1CCCCN1S(=O)(=O)c1cc2c(=O)nc3ccccn3c2cc1Cl (configuration not stated)	nt	22	nt	2	nt	0.0	12	-5
Cc1cccn2c(=O)c3cc(C(=O)NCC4CCCO4)c(=N)n(Cc4ccc(F)cc4)c3nc12 (configuration not stated)	-6	2	1	i	-3	0.1	9	-9
C[C@@H]1CN([C@@H](C)CO)C(=O)c2cc(C#CC3CCCCC3)cnc2O[C@@H]1CN(C)Cc1cccnc1	2	nt	nt	nt	-20	-0.3	13	nt
N#C[C@@H]1[C@H](c2ccc(C3=CCCCC3)cc2)[C@H](CO)N1C(=O)CN1CCOCC1	-7	-6	54	3	-13	0.0	13	-4
O=C(NCCC1=CCCCC1)Nc1ccc2nsnc2c1	nt	-3	nt	-1	nt	0.0	-62	0
CSc1ncc(Cl)c(C(=O)Nc2ccccc2Br)n1	nt	-6	nt	-3	16	0.0	-7	nt
Cc1cccc(NC(=O)Cn2c(=O)oc3ccccc32)c1C	1	-15	-1	4	-20	0.0	-11	1
C[C@H](CO)N1C[C@H](C)[C@@H](CN(C)Cc2ccccc2)Oc2ccc(NC(=O)Nc3ccc4c(c3)OCO4)cc2C1=O	-1	5	-2	-1	9	0.0	-13	1
O=[N+]([O-])c1ccc(O)c(/C=N/n2cnc3ccccc32)c1	4	4	-10	0	-15	0.1	6	3
O=C(c1ccccn1)N1C[C@@H]2[C@H](c3ccccc31)[C@H](CO)N2C(=O)Cc1ccccc1	-5	7	0	-2	-11	0.0	-9	-4
O=C(C[C@@H]1CC[C@H]2[C@@H](COC[C@H](O)CN2Cc2cc(F)cc(F)c2)O1)NC1CCCC1	-10	8	-1	-3	10	0.0	-5	1
CCCN(C)C[C@@H]1Oc2cc(C#CCC(C)C)ccc2S(=O)(=O)N([C@H](C)CO)C[C@@H]1C	-32	-4	-8	3	3	-0.5	1	2
C/C(=N/OC(=O)c1ccc(C)cc1)C(=O)c1ccc(Br)cc1	7	-34	17	4	10	0.2	-4	-5
COc1cccc(CN2CCN(C(=O)Nc3ccc([N+](=O)[O-])cc3)CC2)c1	nt	35	nt	2	nt	0.1	-14	-3
NNC(=O)Cn1nnc(-c2ccc(C(F)(F)F)cc2)n1	4	-2	-1	nt	nt	0.0	-6	0
Cc1ccc(S(=O)(=O)NCCC(=O)N2CCN(S(=O)(=O)c3cccc(F)c3)CC2)cc1C	0	0	nt	2	nt	0.0	3	-4
O=C(NCc1ccccc1)C(c1cccnc1)N(C(=O)c1ccccn1)c1cccc(F)c1 (configuration not stated)	-8	1	-2	-2	-1	0.1	-9	1
O=C(N[C@H]1C=C[C@@H](CC(=O)N2CCc3ccccc3C2)O[C@@H]1CO)C1CC1	6	23	3	nt	4	-0.7	1	-9
C[C@@H]1CN([C@@H](C)CO)C(=O)c2cc(NC(=O)CCN3CCOCC3)ccc2O[C@H]1CN(C)S(=O)(=O)c1ccc(Cl)cc1	5	-3	43	-2	-15	1.2	-19	-1
O=C(N[C@H]1CC[C@H](CCNS(=O)(=O)c2cccc(Cl)c2)O[C@@H]1CO)c1ccncc1	-5	0	0	1	-11	0.2	-7	4
Cc1noc(C)c1S(=O)(=O)Nc1ccc2c(c1)CC(=O)N([C@H](C)CO)C[C@H](C)[C@@H](CN(C)S(=O)(=O)c1ccccc1)O2	0	6	-2	0	-26	-0.4	-3	1
SMILES	PGC1a acetyl inh	S100A4 inh HTS	Cneo AK release	ERAP1 HTS inh	C2C12 statin	Xi reactivation	LGR2 inh	SIRT5 inh
CC(C)(C)SCCNC(=O)Nc1ccccc1	nt	-1	nt	0	nt	0.1	-19	1
N#C/C(=C\N1CCOCC1)S(=O)(=O)c1ccc(Cl)cc1	-1	-1	-1	0	nt	0.7	6	-2
CNC[C@H]1Oc2cc(-c3ccccc3F)ccc2S(=O)(=O)N([C@@H](C)CO)C[C@H]1C	6	-15	4	1	-69	0.2	17	2
O=C(COC(=O)CCc1nc2ccccc2s1)NC(=O)NCc1ccco1	nt	-3	nt	0	nt	0.0	10	2
CC(C)c1cc(C(F)(F)F)n2nc(C(=O)Nc3ccc(-n4cnnn4)cc3)cc2n1	5	-5	3	nt	-6	0.1	-4	0
Cc1noc(C)c1CSCC(=O)Nc1nc2c(F)cc(F)cc2s1	3	-6	1	3	-5	-0.1	-3	-3

Some entries already given, limited to PGC1a acetyl inh and LGR2 inh.
canonical_smiles	PGC1a acetyl inh	LGR2 inh
CCCCOc1cc(CC2CNC(=O)N2)ccc1OC (configuration not stated)	4	-27
CC(C)CC[n+]1ccccc1/C=C/c1ccc(N(C)C)cc1	-7	21
C[C@@H](NC(=O)C[C@H]1CC[C@H]2[C@@H](COC[C@H](O)CN2C(=O)Nc2ccccc2)O1)c1ccccc1	3	-6
CN1C(=O)c2cc(NC(=O)c3cccs3)ccc2OC[C@H]2O[C@@H](CC(=O)N3CCOCC3)CC[C@@H]21	5	-5
CCOc1ccc(NC(=O)CSc2nc3[nH]ncc3c(=O)n2-c2ccccc2OC)cc1	14	-7

3 entries from above, ordered by molecular weight, lowest first:
SMILES	PGC1a acetyl inh	S100A4 inh HTS	Cneo AK release	ERAP1 HTS inh	C2C12 statin	Xi reactivation	LGR2 inh	SIRT5 inh
N#C/C(=C\N1CCOCC1)S(=O)(=O)c1ccc(Cl)cc1	-1	-1	-1	0	nt	0.7	6	-2
Cc1noc(C)c1CSCC(=O)Nc1nc2c(F)cc(F)cc2s1	3	-6	1	3	-5	-0.1	-3	-3
O=C(COC(=O)CCc1nc2ccccc2s1)NC(=O)NCc1ccco1	nt	-3	nt	0	nt	0.0	10	2
